# Screening data (PubChem BioAssay)
# PKA-R1A activ: activators of PKA-R1A holoenzyme, primary screen, biochemical, fluorescence polarization, Cy5-IP20, bovine R1A, mouse PKAc; cAMP-dependent protein kinase type I-alpha regulatory subunit (Bos taurus) + …; PKA-R1A dissociation; scaled: DMSO 0%, 113 µM cGMP 100%; activation, % at 11.4 µM; 340,000 compounds, 0.083% hits;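 active = percent activation above the mean of all tested compounds plus 3 SD, cut at about 19% in these data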;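 note: higher means more PKAc released from R1A so a rise in polarization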
# OPRM1-OPRD1 inv: inverse agonists of MOR-DOR heterodimerization, primary screen, cell-based, luminescence. cell-based MOR-DOR heterodimer luminescence, inverse agonism. Mu-type opioid receptor (Homo sapiens) + Delta-type opioid receptor (Homo sapiens), …. 340,000 compounds, 0.21% hits. inhibition, % at 9.3 µM. AID 504357, 2011; in the data active = inhibition above about 22%, passing the limit was not always enough;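 note: 0% = cells with DMSO and 100% = wells without cells with DMSO; values of inactives mirror those of a sister screen read the other way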
# Target sequence (P35372 whole entry, looked up): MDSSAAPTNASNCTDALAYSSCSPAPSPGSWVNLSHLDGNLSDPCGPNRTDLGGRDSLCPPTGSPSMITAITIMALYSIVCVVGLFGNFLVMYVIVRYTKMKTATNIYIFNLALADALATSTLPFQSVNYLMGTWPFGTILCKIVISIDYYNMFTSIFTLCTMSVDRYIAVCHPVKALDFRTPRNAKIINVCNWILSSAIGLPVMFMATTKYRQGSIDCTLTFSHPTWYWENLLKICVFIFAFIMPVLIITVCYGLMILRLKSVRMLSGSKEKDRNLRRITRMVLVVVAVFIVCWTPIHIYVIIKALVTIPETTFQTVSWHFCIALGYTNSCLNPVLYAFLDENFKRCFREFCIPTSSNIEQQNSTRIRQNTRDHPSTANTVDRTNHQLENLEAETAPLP
# Target sequence (P41143 whole entry, looked up): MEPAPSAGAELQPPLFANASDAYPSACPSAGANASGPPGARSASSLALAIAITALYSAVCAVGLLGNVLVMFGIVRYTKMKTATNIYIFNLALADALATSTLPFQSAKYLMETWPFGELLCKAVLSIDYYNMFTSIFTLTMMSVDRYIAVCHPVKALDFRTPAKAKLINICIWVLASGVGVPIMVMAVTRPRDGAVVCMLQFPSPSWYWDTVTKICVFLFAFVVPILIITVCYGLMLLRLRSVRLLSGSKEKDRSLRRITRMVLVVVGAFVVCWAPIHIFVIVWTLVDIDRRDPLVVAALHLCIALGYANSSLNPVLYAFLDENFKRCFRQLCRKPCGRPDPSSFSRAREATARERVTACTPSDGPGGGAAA
# PfHsp90 yeast 2: growth inhibition of PfHsp90-expressing yeast, primary screen, antimalarial PfHsp90 inhibitor project, S. cerevisiae, BacTiter-Glo luminescence, single point, set 2. BacTiter-Glo ATP, 48 h; yeast lacking PDR1 and PDR3 efflux regulators. inhibition, % at 9.4 µM. 310,000 compounds, 0.32% hits. AID 504621, 2011;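 active = every replicate shows inhibition above about 80%, whatever the replicate mean, limit read from the data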;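 note: 0% = DMSO neutral controls and 100% = 20 µM radicicol positive controls; yeast relying on Plasmodium falciparum Hsp90 in place of its own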
# Tat export inh: E. coli Tat export inhibitors, primary screen, MC4100, TorA-mCherry reporter, fluorescence, single point | 340,000 compounds, 0.036% hits | inhibition, % at 10 µM;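 active = mean replicate inhibition at least 50% and at least half of replicates individually reaching 50%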;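 note: exported cargo escapes ClpAP degradation while cytoplasmic cargo is degraded and loses fluorescence; 0% = median of neutral control wells and 100% = median of NaSCN control wells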
# phage Ecoli inh: growth loss of phage-infected E. coli, primary screen, RecBCD inhibitor project, absorbance, with phage, HTS; inhibition, % at 11.9 µM; 360,000 compounds, 0.26% hits; AID 651602, 2012; in the data active = inhibition above about 11%
# AddAB inh: growth inhibition of E. coli expressing H. pylori AddAB, primary screen, AddAB inhibitor project, absorbance | inhibition, % at 11.9 µM | 330,000 compounds, 0.29% hits; in the data active = inhibition above about 12%;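 note: 0% = vehicle wells of infected cells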
# OPRM1-OPRD1 ag: agonists of OPRM1-OPRD1 heterodimerization, primary screen, cell-based, luminescence; Mu-type opioid receptor (Homo sapiens) + Delta-type opioid receptor (Homo sapiens), …; cells; activation, % at 9.3 µM; 340,000 compounds, 0.3% hits; in the data active = activation above about 18%;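 note: 0% = vehicle-treated cells and 100% = reference agonist; values of inactives mirror those of a sister screen read the other way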
# Arr AP2 block: inhibitors of beta-arrestin/AP2 binding, primary screen, biochemical, GPCR trafficking, flow cytometry | beta-arrestin 1 C-terminal peptide binding to AP2 beta2-adaptin appendage (human) | FITC-arrestin peptide / GST-AP2 beads; AP2 beta2 appendage carries R879A mutation | inhibition, % at 10 µM | 340,000 compounds, 0.31% hits | AID 504490, 2011;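 active = inhibition above a set limit, near 3 SD of compounds lacking own fluorescence, cut at about 54% in these data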;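 note: plate controls were DMSO wells for no effect and 5 µM unlabelled arrestin peptide for full effect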
#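 Measured by: flow cytometry, FL1 (488/535 nm); Material: AP2 appendage R879A on GSH beads; Evaluation: percent response; Timing: pre-incubation 12 min, peptide binding 1 h, room temperature; Also added: 50 nM FITC-arrestin peptide; Medium: PBS with 0.05% Tween 20 and 0.1% BSA.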
# DSG3 Ab inh: inhibitors of pemphigus antibody binding to DSG3, primary screen, biochemical, bead-based, flow cytometry, scFv-GFP; Desmoglein-3 (Homo sapiens), P32926; DSG3-coupled beads, scFv-anti-DSG3-GFP binding; hits give low values; binding (percent of control), % at 10 µM; AID 588358, 2011; 310,000 compounds, 0.48% hits;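 active = binding more than 3 SD below its plate's average and above zero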;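 note: hits lower antibody fragment binding to DSG3; some compounds called inactive have numbers as strong as hits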
# E coli growth: E. coli V3065 growth inhibition, primary screen, counter-screen for AddAB inhibitor project, absorbance, OD600. 18 h. inhibition, % at 11.9 µM. 330,000 compounds, 0.27% hits. AID 449728, 2010;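 active = inhibition above the campaign's mean inhibition across all tested compounds plus 3 SD, cut at about 9.9% in these data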;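 note: uninfected addAB+ strain grown without phage in ampicillin broth; 0% = DMSO wells and 100% = ciprofloxacin 0.95 µg/ml wells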
# SUMO Mot1 rescue: yeast Mot1-301 growth rescue at high temperature, primary screen, SUMOylation pathway inhibitor project, S. cerevisiae, ATP luminescence, 38.5C; S. cerevisiae Mot1-301 growth rescue; percent above DMSO median, 100 means doubled; 320,000 compounds, 1% hits; growth rescue, % at 18.8 µM;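 active = every valid replicate shows activation above 250% relative to neutral control wells; inactive = the rest, any valid replicate at or below 250%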;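 note: OY570 slx delta 5 strain wells were the positive control but not used for scaling; some compounds called inactive have numbers as strong as hits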
# Numbers without * were called inactive; · = no result given. Hits appear at their usual frequency; about 2.8% have a hit in one of these screens.
# The opening 3 records, to show the layout:
SMILES,PKA-R1A activ,OPRM1-OPRD1 inv,PfHsp90 yeast 2,Tat export inh,phage Ecoli inh,AddAB inh,OPRM1-OPRD1 ag,Arr AP2 block,DSG3 Ab inh,E coli growth,SUMO Mot1 rescue
CCOC(=O)C1(Cc2ccc(Cl)cc2)CCN(C(=O)CCc2ccncc2)CC1,-7,15,2,0,2.8,0.8,-3.1,-2,114,-1.4,25
COc1ccc(Cc2nc3ccc(C(=O)NCc4cc(C)no4)cc3o2)cc1,-4,20,8,-1,2.8,1.6,-3.8,3,94,-0.4,3
Cc1cccc([C@@H]2[C@@H]3C(=O)N(Cc4ccccc4)C(=O)[C@@H]3[C@]3(C)C(=O)N(c4ccc(Br)cc4)C(=O)N23)c1,-1,-17,-3,-16,·,2.4,3.0,10,106,-3.5,2

# This part in full, previewed entries included:
SMILES,PKA-R1A activ,OPRM1-OPRD1 inv,PfHsp90 yeast 2,Tat export inh,phage Ecoli inh,AddAB inh,OPRM1-OPRD1 ag,Arr AP2 block,DSG3 Ab inh,E coli growth,SUMO Mot1 rescue
CCOC(=O)C1(Cc2ccc(Cl)cc2)CCN(C(=O)CCc2ccncc2)CC1,-7,15,2,0,2.8,0.8,-3.1,-2,114,-1.4,25
COc1ccc(Cc2nc3ccc(C(=O)NCc4cc(C)no4)cc3o2)cc1,-4,20,8,-1,2.8,1.6,-3.8,3,94,-0.4,3
Cc1cccc([C@@H]2[C@@H]3C(=O)N(Cc4ccccc4)C(=O)[C@@H]3[C@]3(C)C(=O)N(c4ccc(Br)cc4)C(=O)N23)c1,-1,-17,-3,-16,·,2.4,3.0,10,106,-3.5,2
CC(Oc1ccccc1F)C(=O)NCCN1CCCCC1 (centres undefined),-6,14,-7,4,1.9,2.0,-2.9,16,103,2.2,6
Cn1cnc([N+](=O)[O-])c1SCC(O)CN1CCCCC1 (centres undefined),6,16,1,-4,2.2,2.6,-2.3,-3,103,1.6,-6
O=C(Nc1ccc(N2CCN(C(=O)c3ccco3)CC2)cc1)C(c1ccccc1)c1ccccc1,0,17,-2,7,2.8,-0.9,-3.2,-6,98,-0.3,31
CCOC(=O)C1Cn2c(nc3c(c2=O)C(C)(C)Cc2ccccc2-3)S1 (centres undefined),-8,-10,-28,-4,1.8,0.9,1.8,-2,97,-1.1,0
Cc1ccc(S(=O)(=O)CCC(=O)N(C)c2c(N)n(Cc3ccccc3)c(=O)[nH]c2=O)cc1,-2,-2,·,-9,0.8,1.2,0.3,4,94,1.1,309
N=c1c2c3c(sc2ncn1CCCN1CCOCC1)CCCCC3,8,16,2,-6,4.0,0.8,-3.0,0,·,-0.8,-5
CC(C(=O)Nc1ccccc1-c1ccccc1)N1CCN(Cc2ccccc2)CC1 (centres undefined),3,-20,-19,1,2.3,4.1,3.4,38,97,-2.4,528*
CCN(CC)S(=O)(=O)c1cccc(-c2nn(-c3ccccc3)cc2/C=C(\C#N)C(=O)NCc2ccco2)c1,-5,11,-19,-10,-1.8,-2.5,-2.1,1,109,-3.5,-10
COc1ccccc1NC(=O)C1CCN(C(=O)NCc2ccccc2)CC1,-3,13,7,-7,-2.3,1.9,-2.5,8,102,1.4,1
Cc1ccc(NC2=C(Cl)C(=O)OC2OC(C)C)cc1 (centres undefined),2,15,-3,4,3.5,3.3,-2.9,29,96,1.3,-12
O=S(=O)(c1cccc2cccnc12)N1CCCCC1,13,15,·,1,2.1,1.0,-2.6,36,·,-0.7,-9
COC(=O)[C@H](Cc1ccccc1)NC(=O)N1CCN(c2ccc(F)cc2)CC1,5,11,-25,4,-0.2,1.1,-2.1,5,88,-1.3,61
CCOC(=O)NC(NS(=O)(=O)c1ccccc1)(C(=O)OCC)C(F)(F)F (centres undefined),9,14,5,-2,1.6,-2.1,-2.5,-5,102,-4.4,-14
O=C(NC1CCCCCC1)C1c2ccccc2C(=O)N1Cc1cccs1 (centres undefined),1,11,1,-9,3.7,2.1,-2.0,35,109,-0.1,-6
CC1CN(C(=O)CSc2nnc(-c3ccccc3)o2)CC(C)O1 (centres undefined),-2,15,10,22,0.6,0.1,-2.8,-16,105,0.2,-14
Cc1nn(CCS(=O)(=O)c2ccc(Cl)cc2)c(C)c1Br,·,·,12,-5,2.9,4.3,·,5,94,-0.2,18
O=[N+]([O-])c1ccc(-c2nc(C(Cl)Cl)c3ccccc3n2)cc1,-1,5,4,1,1.3,3.7,-1.0,1,94,3.4,-9
CC[N+]1(CC)CC2=Cc3ccccc3CC2C1 (centres undefined),2,3,-22,1,1.8,0.8,-0.5,29,97,-3.6,1
CC(C)(C)CC(=O)Nc1nn[nH]n1,13,16,10,6,2.9,0.6,-2.6,17,96,-0.2,6
COC(CNC(=O)c1ccc2c3c(onc13)-c1ccccc1C2=O)OC,-5,-45,-6,4,1.5,5.8,8.8,42,112,-1.1,-11
COc1cc(/C=N/NC(=O)c2cccc([N+](=O)[O-])c2)ccc1OCc1ccc(C)cc1,2,-1,-23,0,3.4,0.0,0.2,-6,107,-0.1,-5
O=C(OCc1nnc(-c2ccccc2)o1)c1cccc(S(=O)(=O)N2CCOCC2)c1,4,22,·,6,5.2,-1.7,-4.1,1,101,0.5,165
COc1ccccc1C(=O)NC(=O)OCCn1c(C)cnc1[N+](=O)[O-],1,21,·,-4,2.9,1.1,-4.4,36,111,-0.6,·
OCC1(CC2CCCCO2)CCN(Cc2nc3ccccc3[nH]2)CC1 (centres undefined),-1,3,-3,-1,2.5,4.8,-0.6,26,99,-2.1,453
O=C(/C=C/c1ccc(N2CCOCC2)cc1)c1ccccc1,5,17,2,2,2.6,-1.6,-3.7,12,126,1.1,-5
NS(=O)(=O)c1ccc(NC(=O)c2ccc(CNS(=O)(=O)c3cc(C(F)(F)F)ccc3Cl)cc2)cc1,-12,8,4,-2,2.4,-0.5,-1.7,-13,89,-0.5,-11
Cc1ccc(-n2c(=O)cc(N3CCC(C)CC3)[nH]c2=O)cc1,-1,4,14,-5,3.3,-0.4,-0.7,4,104,-1.7,-20
O=C(Nc1cccc(F)c1)N1CCCC(CNS(=O)(=O)Cc2ccccc2)C1 (centres undefined),4,14,-54,-5,2.5,2.2,-2.7,-8,102,0.8,·
CCOc1ccc(NC(=O)/C=C/c2ccccc2)c([N+](=O)[O-])c1,2,-35,-4,-4,5.2,-0.7,6.8,25,·,0.3,6
CCOC(=O)CSc1nc(C)c2ccc(C)cc2n1,-1,16,13,-5,3.7,0.3,-2.9,-5,98,-2.2,4
CC(=O)c1cccc(NC(=O)/C(=C/c2ccco2)NC(=O)c2ccco2)c1,-7,18,-6,4,-1.8,-0.1,-3.4,-13,101,-2.2,-2
COc1ccc(NC(=O)Nc2ccc(Br)cn2)cc1OC,0,13,·,-4,2.9,2.2,-2.5,9,105,-0.6,-16
CCn1cc(C(=O)N[C@H](C(=O)NCCO)C(C)C)c(=O)c2cc3c(cc21)OCO3,-3,4,5,1,1.4,2.7,-0.8,1,94,0.0,-14

# Single records (already shown). Order of values: PKA-R1A activ, OPRM1-OPRD1 inv, PfHsp90 yeast 2, Tat export inh, phage Ecoli inh, AddAB inh, OPRM1-OPRD1 ag, Arr AP2 block, DSG3 Ab inh, E coli growth, SUMO Mot1 rescue
# CCOC(=O)CSc1nc(C)c2ccc(C)cc2n1 as listed: -1, 16, 13, -5, 3.7, 0.3, -2.9, -5, 98, -2.2, 4
# CC(=O)c1cccc(NC(=O)/C(=C/c2ccco2)NC(=O)c2ccco2)c1 as listed: -7, 18, -6, 4, -1.8, -0.1, -3.4, -13, 101, -2.2, -2
# O=C(OCc1nnc(-c2ccccc2)o1)c1cccc(S(=O)(=O)N2CCOCC2)c1 as listed: 4, 22, ·, 6, 5.2, -1.7, -4.1, 1, 101, 0.5, 165

# Single entries from the list.
# For SUMO Mot1 rescue, `NS(=O)(=O)c1ccc(NC(=O)c2ccc(CNS(=O)(=O)c3cc(C(F)(F)F)ccc3Cl)cc2)cc1` reads -11
# For E coli growth, `O=C(/C=C/c1ccc(N2CCOCC2)cc1)c1ccccc1` reads 1.1
# For AddAB inh, `COc1ccccc1C(=O)NC(=O)OCCn1c(C)cnc1[N+](=O)[O-]` reads 1.1
# For Tat export inh, `O=C(OCc1nnc(-c2ccccc2)o1)c1cccc(S(=O)(=O)N2CCOCC2)c1` reads 6
# For PKA-R1A activ, `CC(=O)c1cccc(NC(=O)/C(=C/c2ccco2)NC(=O)c2ccco2)c1` reads -7
# For OPRM1-OPRD1 inv, `CCOC(=O)CSc1nc(C)c2ccc(C)cc2n1` reads 16

# Other entries follow:
SMILES,PKA-R1A activ,OPRM1-OPRD1 inv,PfHsp90 yeast 2,Tat export inh,phage Ecoli inh,AddAB inh,OPRM1-OPRD1 ag,Arr AP2 block,DSG3 Ab inh,E coli growth,SUMO Mot1 rescue
COc1ccc(C2C(C(=O)c3ccc(C)o3)=C(O)C(=O)N2Cc2ccco2)cc1OC (centres undefined),-8,-1,10,0,2.7,2.0,0.3,2,105,5.8,11
c1ccc(Oc2nc3ccccc3n3cccc23)cc1,-4,-35,-7,-1,3.6,-1.9,6.5,-1,88,0.2,83
CC(=O)c1cccc(NC(=O)COC(=O)c2ccccn2)c1,4,12,-27,4,1.2,-1.7,-1.7,-7,·,-2.3,25
COc1ccc(OC)c(C(=O)/C=C/c2ccccc2C(F)(F)F)c1,5,-27,9,3,2.1,1.8,5.1,17,103,0.0,·
COc1ccc(Cn2c(=O)n(Cc3ccco3)c(=N)c3c4c(sc32)COC(C)(C)C4)cc1,-7,13,-23,3,-1.6,2.5,-3.2,-2,109,2.5,-10
O=C(CCCN1C(=O)/C(=C/c2ccccc2)SC1=S)Nc1ccc(C(=O)O)c(O)c1,9,21,-9,-2,2.6,2.9,-4.0,-5,92,-0.2,-6
COc1ccc(C2=NN(C(=O)CSc3nnc(-c4ccccc4F)o3)C(c3ccco3)C2)cc1 (centres undefined),2,13,3,8,0.4,4.1,-2.4,-9,106,0.5,-16
COc1ccc(Nc2nnc(SCC3CCCO3)s2)cc1 (centres undefined),0,-5,-37,6,-0.8,0.7,0.9,1,103,1.1,3
O=S(=O)(c1ccc(Cl)cc1)N1CCCC1c1nc(-c2cccc(Cl)c2)no1 (centres undefined),-2,-20,2,-1,3.1,-0.4,3.2,-3,·,0.5,0
